S1P4 antagonist: blocks the human S1P4 receptor. inhibition, % at 4.98 µM. 0.26% of 220,000 active. AID 1510. S1P4-expressing cells, antagonist mode, reporter read-out; in the data active = inhibition above about 29%;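 note: 0% = wells stimulated with agonist and 100% = vehicle wells without agonist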
eIF4E-4G inh: inhibitors of eIF4E and eIF4G interaction in translation initiation; P63073+Q04637; 0.37% of 220,000 active; TR-FRET eIF4E-eIF4GI(517-606) binding, 2 h; AID 782; inhibition, % at 21.7 µM;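 active = inhibition above about 30%, limit read from the data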;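 note: 0% = full FRET control wells and 100% = background wells lacking eIF4GI fragment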
S1P4 ag: agonists of human S1P4 receptor; O95977; S1P4-expressing cell line, agonist reporter assay; activation, % at 4.98 µM; 0.35% of 220,000 active; AID 1509; in the data active = activation above about 11%;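 note: 0% = DMSO vehicle and 100% = reference agonist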
Wee1 degr inh: blocks degradation of human Wee1 kinase. P30291. HeLa Luc-Wee1K328M stability, luciferase luminescence; 100% = proteasome inhibitor MG132 effect. reporter increase, % at 5 µM. 1.2% of 220,000 active;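 active = activation above the mean of all tested compounds plus 3 SD, set per screening run, cut at about 8.8% in these data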;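 note: cells exposed to compound for 20 h before luminescence read; 0% = DMSO alone and 100% = MG132 at 30 µM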
Ba/F3 V617F tox: lowers viability of Ba/F3 cells expressing EpoR and JAK2V617F | inhibition, % at 5.6 µM | ATP luminescence | AID 1446 | 1.1% of 220,000 active;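 active = inhibition above the campaign mean plus 3 SD over all tested compounds, cut at about 24% in these data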;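 note: cytokine-independent growth of Ba/F3 cells driven by EpoR plus mutant JAK2; 0% = DMSO-treated cells and 100% = JAK inhibitor I control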
BaF3 parental: parental Ba/F3 viability inhibition as JAK2V617F counter-screen | inhibition, % at 5.6 µM | CellTiter-Glo ATP luminescence | AID 1486 | 1.1% of 220,000 active;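 active = inhibition above a per-campaign cutoff, the mean inhibition of all tested compounds plus 3 SD, cut at about 27% in these data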;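 note: 0% = DMSO wells and 100% = JAK Inhibitor I control wells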
NPY2 pot ag: human NPY-Y2 potentiation or agonism, primary screen; activation, % at 3.6 µM; 0.45% of 220,000 active; cells expressing NPY-Y2, potentiator/agonist read-out; in the data active = activation above about 27%;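 note: cells stimulated with NPY near EC25 plus isoproterenol at EC100; 0% = vehicle plus submaximal agonist and 100% = vehicle plus saturating agonist; some results beyond the cut were filed as inactive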
Target sequence (P49146 whole entry, looked up): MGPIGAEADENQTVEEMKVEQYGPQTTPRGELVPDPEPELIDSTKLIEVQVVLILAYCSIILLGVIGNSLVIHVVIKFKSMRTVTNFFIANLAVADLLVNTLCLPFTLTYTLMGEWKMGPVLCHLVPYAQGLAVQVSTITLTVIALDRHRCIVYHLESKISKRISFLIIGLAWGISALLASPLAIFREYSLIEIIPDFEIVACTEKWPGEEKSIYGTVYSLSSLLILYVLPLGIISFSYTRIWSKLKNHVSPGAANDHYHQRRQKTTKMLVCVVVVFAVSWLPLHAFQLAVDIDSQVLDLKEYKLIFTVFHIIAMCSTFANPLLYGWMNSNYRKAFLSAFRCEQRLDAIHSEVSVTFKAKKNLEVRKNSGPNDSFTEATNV
Mdm2 ligase inh: Mdm2 E3 ligase (human) inhibition | cell-based MDM2 ubiquitination luciferase reporter, 2 h; 0 = plate control, 100 = twice control, blank-subtracted | 0.11% of 210,000 active | signal enhancement, % at 5 µM | AID 1230;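 active = signal enhancement of 30% or more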;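 note: luminescence tracks abundance of the self-degrading MDM2-luciferase fusion protein; higher signal means inhibition of MDM2 E3 ligase activity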
Target sequence (Q00987 whole entry, looked up, the tested form may be a part): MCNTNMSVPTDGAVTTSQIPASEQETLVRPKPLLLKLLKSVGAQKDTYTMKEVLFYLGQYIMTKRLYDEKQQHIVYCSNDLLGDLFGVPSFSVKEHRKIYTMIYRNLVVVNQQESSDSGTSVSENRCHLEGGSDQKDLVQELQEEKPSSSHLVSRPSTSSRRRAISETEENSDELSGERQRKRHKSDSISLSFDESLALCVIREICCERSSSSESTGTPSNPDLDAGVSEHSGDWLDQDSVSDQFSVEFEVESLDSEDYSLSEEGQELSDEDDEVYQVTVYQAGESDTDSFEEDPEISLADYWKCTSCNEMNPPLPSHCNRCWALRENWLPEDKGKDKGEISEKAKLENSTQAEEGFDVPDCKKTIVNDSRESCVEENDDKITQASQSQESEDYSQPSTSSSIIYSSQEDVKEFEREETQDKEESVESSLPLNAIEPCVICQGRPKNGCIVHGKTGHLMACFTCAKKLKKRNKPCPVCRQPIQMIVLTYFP
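Assay system: stable mammalian line carrying autodegrading MDM2–luciferase fusion reporter; Input: 2000 cells in each well; Compound dosing: single-point 5 µM; Schedule: 2 h compound exposure at 37 °C; Signal: SteadyLite luciferase luminescence after 15 min room-temperature reagent incubation; Evaluation: % luminescence enhancement versus blank-corrected plate control mean; Benchmarks: plate controls and plate blanks.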
PERK inhibitor: inhibitors of human PERK kinase; CHO PERK-DD fusion, SEAP luminescence translation reporter; inhibition, % at 5.6 µM; 0.17% of 220,000 active; AID 1416;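 active = inhibition above the mean inhibition of all tested compounds plus 3 SD, set separately per screening campaign, cut at about 2.9% in these data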;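 note: PERK kinase domain activated by AP20187 dimerizer at 100 nM; 0% = DMSO with dimerizer and 100% = rapamycin at 8.4 µM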
An asterisk follows results filed as active; / = not tested or not shown; [ ] = dose if it differs, or a comment. Rows were taken by chance, and some 4.1% of all compounds hit somewhere here.

SMILES	S1P4 antagonist	eIF4E-4G inh	S1P4 ag	Wee1 degr inh	Ba/F3 V617F tox	BaF3 parental	NPY2 pot ag	Mdm2 ligase inh	PERK inhibitor
N#CC1=C(S)N(c2ccc(F)cc2)C(c2cccs2)NC1=O (centres undefined)	11	-1[fluorescence artefact?]	-0.4	-1	-3	1	6	-11	0.7
COc1ccc(CNC(=O)Cn2nnc3ccccc3c2=O)cc1	-14	-5	0.2	4	-1	0	-5	-5	0.7
Cc1ccc(C)c(-n2nnnc2SCC(=O)NNC(=O)c2ccco2)c1	-4	3	-0.8	2	2	2	-6	-4	-0.7
C/C=C/c1ccc(OC(C)=O)c(OC)c1	-10	1	-0.2	0	0	1	-10	/	-1.1
O=C(NC(=S)Nc1ccccc1N1CCOCC1)c1sc2ccccc2c1Cl	-15	0	0.3	-1	-1	9	-6	-5	0.6
Cc1ccc(C(=O)N(Cc2ccc3c(c2)OCO3)Cc2nc3ccccc3c(=O)[nH]2)cc1	-2	-3	-1.5	4	-4	-2	4	-4	-1.2
CCOC(=O)c1cnc(-n2nc(C)cc2C)nc1NNc1cc(-c2ccccc2)nc(C)n1	-9	4	0.5	-1	1	6	-7	8	-0.4
O=C(NS(=O)(=O)c1ccccc1)c1ccccc1	-14	5[fluorescence artefact?]	-0.3	-1	0	6	-6	-10	-0.6
O=C(CC1C(=O)NCCN1C(=O)Nc1ccc(F)cc1F)Nc1cc(Cl)ccc1Cl (centres undefined)	-12	-2	-0.9	-3	1	5	11	1	0.4
C=CCn1c(SCC(=O)NCC2CCCO2)nnc1C1CCCCC1 (centres undefined)	-9	1[fluorescence artefact?]	1.9	-1	0	-2	-1	-5	0.2
O=C(Nc1ccc([N+](=O)[O-])cn1)c1cc(-c2cccc(Cl)c2)nc2ccccc12	6	2	2.6	-1	2	-2	-6	-9	-0.9
CCOC(=O)N1CCN(CC(=O)Nc2ccc(C)c(Br)c2)CC1	15	3	-0.4	0	-2	4	-34	-7	-0.9
O=C(CN1CCN(Cc2ccccc2)CC1)N/N=C\C=C/c1ccco1	16	-1	0.2	0	4	8	-9	4	0.5
COc1ccc(C(C(=O)NC2CCCCC2)N(C(=O)c2sc(C)nc2C)c2ccc(OC)cc2)cc1 (centres undefined)	-3	/	-0.3	0	-2	4	3	-9	-0.2
CC(=O)c1sc2nc(CSc3nncn3C)[nH]c(=O)c2c1C	-8	3	2.0	-4	-1	0	-1	-28	0.9
c1ccc(Cn2cc(CN3CCCO3)c(-c3ccc4c(c3)OCO4)n2)cc1	-21	1	1.0	-2	1	10	0	-17	1.7
Clc1cccc(Cl)c1CON/C=N/c1ncnc2sccc12	-18	-9	-2.2	-3	-2	0	-18	-11	-0.2
CCc1ccc(NC(=S)N(Cc2ccc(Cl)cc2)Cc2ccc(C(=O)O)cc2)cc1	-18	2	0.3	1	-3	0	32*	5	0.9
COc1ccc(C(C)C)cc1S(=O)(=O)N1CCN(c2ccccc2)CC1	-13	3	-0.1	4	2	5	-1	-7	-1.4
CC(=O)OC(C(=O)Nc1ccccc1)C(C)S(=O)(=O)c1ccccc1 (centres undefined)	1	-4	-1.0	-1	9	11	14	-24	-0.6
Cc1cccc(N2CCN(C(=S)NCc3ccco3)CC2)c1C	-9	11[fluorescence artefact?]	1.0	2	-4	0	-6	5	-0.1
CC(C)c1csc(CN2CCN(Cc3ccc(F)cc3)C(CCO)C2)n1 (centres undefined)	-3	2	1.2	3	-5	3	-9	0	0.7
COCCCNC(=O)c1ccccc1-c1cc(C)no1	15	-7	-0.4	1	-3	0	8	-1	0.6
Cn1c(N)c(C(=O)COC(=O)/C=C/c2ccc(OC(F)F)cc2)c(=O)n(C)c1=O	-15	-2	0.8	4	3	4	4	2	0.9
COCc1c(C(=O)OCC(=O)NCCN2C(=O)CSC2=O)oc2ccccc12	-10	6	-1.5	0	3	2	4	13	0.4
Cc1ccnc(NS(=O)(=O)c2ccc(NC(=O)CSc3nc(-c4ccccc4)cc(=O)[nH]3)cc2)n1	0	-4	0.8	1	0	9	-4	-9	-0.7
COC(=O)CC1(c2cccc3ccccc23)C(=O)c2ccccc2C1=O	-2	2	-0.5	1	4	11	-22	-8	-1.8
S=C(Nc1ccccc1)Nc1ccc(Cl)cc1Cl	3	2	3.7	0	-2	-2	2	-12	2.0
Cc1nn(CCCC(=O)NCc2ccc(Cl)cc2)c(C)c1[N+](=O)[O-]	-3	2	2.6	3	0	6	3	-4	-0.5
N#CC(C#SN)=C1CCCCC1	-3	-2[fluorescence artefact?]	-0.7	4	-5	-2	-9	-21	0.9
Nc1ccc(-c2nc3ccc([N+](=O)[O-])cc3[nH]2)cc1	-23	-20	0.7	4	6	11	2	-12	-0.9
COCCNC(=O)c1ccc(CS(=O)(=O)c2c(Cl)cccc2Cl)o1	-15	3	-1.4	-2	-4	-1	2	-13	0.5
Cc1cccc(NC(=O)C2CC(=O)N(c3ccccc3)C2)c1C (centres undefined)	17	3	-1.7	4	-3	-2	5	-13	0.6
CC(SCc1ccccc1)C(=O)N/N=C/c1cccs1 (centres undefined)	3	1[fluorescence artefact?]	-1.2	-1	6	10	-27	1	0.1
O=C(COC(=O)c1cc([N+](=O)[O-])ccc1NCc1ccccc1Cl)NCC(F)(F)F	-20	2[fluorescence artefact?]	5.0	3	-2	2	10	-6	0.6
CCOC(=O)c1ccc(NC(=O)N2CCN(S(C)(=O)=O)CC2)cc1	-10	-1	-1.7	-2	6	7	8	2	0.8
O=C(O)c1nn(-c2ccccc2C(F)(F)F)cc1O	-2	-12	1.8	3	-2	-7	-4	/	1.1
COc1ccc(C(=O)NCc2ccccc2)cc1S(=O)(=O)N1CCCc2ccccc21	-10	4	-0.4	0	2	5	2	-7	-2.3
CC(C)c1ccc(-c2nn[nH]n2)cc1	-3	0	0.8	6	-1	4	-9	-10	0.9
C=C(C)CSc1nc2ncc(Cl)cc2[nH]1	-12	-2	3.5	-1	2	5	-9	-20	-1.2
Cc1ccccc1CCN(CC(=O)NC1CCCCC1)C(=O)c1csnn1	-13	-2	0.6	4	3	4	0	-13	-0.2
CC(=O)c1cccc(NC(=O)Nc2ccc3c(c2)N(C)C(=O)CS3)c1	-14	-4	0.5	0	0	1	0	-9	-2.1
O=C(Nc1cccc(C(=O)O)c1)/C(=C\C=C\c1ccccc1)NC(=O)c1ccccc1	-3	1	-0.4	5	0	2	4	-3	1.2
CC(/C=C1\SC(=O)N(CC(=O)Nc2cccc(O)c2)C1=O)=C\c1ccccc1	-22	1[fluorescence artefact?]	-2.5	0	-2	1	-7	5	1.0
Cc1nc2ccccn2c1C(=O)/C=C/c1ccc(F)cc1	7	-3[fluorescence artefact?]	-1.6	5	0	0	-2	/	-0.6
C=CC(=C)CC(NC)c1ccccc1 (centres undefined)	-18	-23	1.4	3	-1	5	9	-10	1.0
Cc1ccc(Oc2nc3c(c(=O)n(C)c(=O)n3C)n2C)cc1C	-5	0	-1.0	-1	6	13	-21	-9	-1.0
CS(=O)(=O)n1nc(C(=O)N2CCOCC2)nc1N	4	-2	0.3	-1	-3	3	-15	1	-0.4
O=C(COc1ccccc1-c1ccccc1)N/N=C/c1ccccn1	-6	3	-0.8	7	-2	-2	3	-3	-0.5
COc1cccc(CNC(=O)Cc2ccc(Br)cc2)c1	-13	3	3.3	-3	0	3	-4	-11	0.9

More entries follow:
SMILES	S1P4 antagonist	eIF4E-4G inh	S1P4 ag	Wee1 degr inh	Ba/F3 V617F tox	BaF3 parental	NPY2 pot ag	Mdm2 ligase inh	PERK inhibitor
Cc1ccc(CC(=O)NCc2cccnc2)cc1	-3	-3	-1.0	-2	58*	7	2	-3	2.0
COc1cc(C(=O)Oc2c(CN3CCOCC3)cc(Cl)c3cccnc23)cc(OC)c1OC	-19	2	0.5	1	-1	0	9	-15	0.4
CC1CCCC(C)N1C(=O)CSc1nnc(NC(=O)c2cccs2)s1 (centres undefined)	-7	19	0.9	0	-2	5	-4	-9	-0.5
COc1ccc(C2N(C(=O)c3ccccc3)CCN2C(=O)c2ccc(C)cc2)cc1 (centres undefined)	21	-6	-1.6	-2	-2	4	7	-14	-1.4
CCOCCCNC(=O)/C(C#N)=C/c1ccc([N+](=O)[O-])o1	1	10	0.6	4	1	2	11	0	0.3
COc1ccc(C2=NC(C(F)(F)F)(C(F)(F)F)c3c(n(C)c(=O)n(C)c3=O)N2)cc1	2	12	-0.4	0	0	7	6	-15	0.4

Structural class: those above containing fluorine.
SMILES	S1P4 antagonist	eIF4E-4G inh	S1P4 ag	Wee1 degr inh	Ba/F3 V617F tox	BaF3 parental	NPY2 pot ag	Mdm2 ligase inh	PERK inhibitor
N#CC1=C(S)N(c2ccc(F)cc2)C(c2cccs2)NC1=O (centres undefined)	11	-1[fluorescence artefact?]	-0.4	-1	-3	1	6	-11	0.7
O=C(CC1C(=O)NCCN1C(=O)Nc1ccc(F)cc1F)Nc1cc(Cl)ccc1Cl (centres undefined)	-12	-2	-0.9	-3	1	5	11	1	0.4
CC(C)c1csc(CN2CCN(Cc3ccc(F)cc3)C(CCO)C2)n1 (centres undefined)	-3	2	1.2	3	-5	3	-9	0	0.7
Cn1c(N)c(C(=O)COC(=O)/C=C/c2ccc(OC(F)F)cc2)c(=O)n(C)c1=O	-15	-2	0.8	4	3	4	4	2	0.9
O=C(COC(=O)c1cc([N+](=O)[O-])ccc1NCc1ccccc1Cl)NCC(F)(F)F	-20	2[fluorescence artefact?]	5.0	3	-2	2	10	-6	0.6
O=C(O)c1nn(-c2ccccc2C(F)(F)F)cc1O	-2	-12	1.8	3	-2	-7	-4	/	1.1
Cc1nc2ccccn2c1C(=O)/C=C/c1ccc(F)cc1	7	-3[fluorescence artefact?]	-1.6	5	0	0	-2	/	-0.6
COc1ccc(C2=NC(C(F)(F)F)(C(F)(F)F)c3c(n(C)c(=O)n(C)c3=O)N2)cc1	2	12	-0.4	0	0	7	6	-15	0.4

Screening data: PubChem BioAssay, several laboratories
